Source: PubChem BioAssay
ATXN2 expr inh: ATXN2 expression inhibition | Potency, µM (series often up to 57 µM), inactives show top-dose activity change, negative = inhibition, actives largely listed as inhibitors | HEK-293 ATXN2-luciferase reporter, luminescence, 24 h | 360,000 compounds, 0.72% hits | AID 1745845; note: potency is the fitted concentration of half-maximal effect; % is set by controls: 0 for no effect and ±100 for the full control effect; nearly all actives have a fitted effect of over 55% in size
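ATXN2-luciferase reporter cells (luciferase flanked by upstream and downstream ATXN2 gene portions) were treated 24 h at 37 °C with compounds at up to 57 uM. SteadyGlo luminescence gave expression; GF-AFC fluorescence gave viability.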
IL1B secr inh: inflammasome signaling inhibition, IL-1 beta readout; AID 743279; 360,000 compounds, 4.7% hits; activity change, % at 57.5 µM; THP-1 LPS/ATP IL-1B secretion, AlphaLISA, 16 h; stronger effect = lower value; in the data active = activity change below about -50%; inconclusive = mostly about -30% to -49%; note: % is set by controls: 0 for no effect and ±100 for the full control effect
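Secreted IL-1B measured by AlphaLISA bead assay after 16 h compound exposure of THP-1 cells; compounds (final up to 57.5 uM) added 1 h before LPS (250 ng/mL) and ATP (1.25 mM) stimulation; lower signal means less secretion.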
HT1080-NT tox: kills 2HG-producing HT-1080-NT fibrosarcoma cells. HT-1080-NT fibrosarcoma viability, CellTiter-Glo ATP luminescence, 48 h. Potency, µM (titrated, usually from 46.1 µM), inactives show top-dose activity, negative = less viability, most hits filed as cytotoxic. 360,000 compounds, 1.6% hits. AID 686970;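 note: NT is the 2HG producing partner of a matched IDH1 knockdown line; potency is the fitted concentration of half-maximal effect; 0% = DMSO-treated cells and -100% = media-only wells without cells; nearly all actives have a fitted effect of over 55% in size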
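Read-out is CellTiter-Glo luminescence after 10 minutes at room temperature, following 48 hours' compound treatment of HT-1080-NT cells (750 cells/well, RPMI, 5% FBS, 37 degrees C).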
KB-3-1 tox: kills parental KB-3-1 adenocarcinoma cells; KB-3-1 viability, CellTiter-Glo ATP luminescence, 72 h; 400,000 compounds, 1.4% hits; Potency, µM (series often up to 46.1 µM), for inactives: at the highest dose activity change, negative = cytotoxic, hits mostly cytotoxic; note: potency is the fitted concentration of half-maximal effect; % is set by controls: 0 for no effect and ±100 for the full control effect; nearly all actives have a fitted effect of over 60% in size
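Luminescent ATP read-out (CellTiter-Glo) measures survival of drug-naive KB-3-1 cells after 72 h compound exposure at 37 °C. Titration series was screened from lowest to highest concentration, with DMSO vehicle plates as background controls.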
MCF10A rerep: DNA re-replication induction in MCF 10a cells | MCF 10A DNA re-replication, Hoechst nuclear intensity, 48 h | Potency, µM (titrated, usually from 46.1 µM), for inactives: at the top dose activity, positive = re-replication, most hits filed as activators | 350,000 compounds, 2.9% hits; note: potency is the fitted concentration of half-maximal effect; % of control where 0% means no effect; nearly all actives have a fitted effect of over 50% in size
HepG2 viability: counter-screen for TGF-b inhibitors: cytotoxicity in HepG2 cells. HepG2 CAGA-GFP viability, ATP luminescence, 18 h. Potency, µM (series often up to 46.1 µM), inactives show top-dose activity change, negative = cytotoxicity, actives largely listed as cytotoxic. 410,000 compounds, 0.76% hits. AID 588856; note: potency is the fitted concentration of half-maximal effect; some results filed as inactive show a strong effect at the top dose
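HepG2 CAGA-GFP cells (1000/well, DMEM with 1% FBS) received compound, then TGF-beta at 500 pg/mL final, and were incubated 18 hours at 37 degrees C. Viability was read by CellTiter-Glo luminescence. Media-only wells were set as complete cell-killing and DMSO as no toxicity.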
SW480 rereplic: induces DNA re-replication in SW480 colon adenocarcinoma cells; SW480 DNA re-replication, Hoechst DNA content imaging, 48 h; Potency, µM (series often up to 46.1 µM), for inactives: at the highest dose re-replication activation, hits mostly activators; 340,000 compounds, 1.8% hits; note: potency is the fitted concentration of half-maximal effect; % of control where 0% means no effect; nearly all actives have a fitted effect of over 55% in size
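Readout is total intensity of Hoechst-stained nuclei, excited at 405 nm and collected at 500-530 nm. Compound treatment lasted 48 hr at 37 C in 5% CO2 before staining.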
S2 tox: viability counter-screen for ATXN expression inhibitors; S2 cells (HEK-293 line with an ATXN2-luciferase reporter) viability, CellTiter-Fluor protease fluorescence, 24 h; Potency, µM (titrated, usually from 56.7 µM), hits mostly cytotoxic; 400,000 compounds, 0.49% hits; note: potency is the fitted concentration of half-maximal effect; nearly all actives have a fitted effect of over 40% in size
HT1080 IDH1KD tx: HT-1080 IDH1 knockdown cell toxicity (counter line); HT-1080 IDH1 knockdown viability, ATP luminescence, 48 h; Potency, µM (doses to about 46.1 µM), for inactives: top-dose activity, negative = toxicity, hits mostly cytotoxic; 360,000 compounds, 2% hits;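 note: potency is the fitted concentration of half-maximal effect; 0% = DMSO wells and -100% = cell-free medium wells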
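IDH1KD HT-1080 cells, 750/well, RPMI + 5% FBS; compound pinned after 2 h settling; 48 h, 37 °C; CellTiter-Glo luminescence; % activity normalised to DMSO and no-cell wells; curves fitted, classed by r2 and efficacy.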
Numbers without * were called inactive. Unless noted, calls come from the whole dose curve; as a rule, active = well fitted curve in the direction sought with a large enough effect; inconclusive = small, poorly fitted or top-dose-only effect, or another doubt; inactive = no such curve, though single readings can be large; an effect the other way counts as inactive or inconclusive.

Screening CCN(CC)C(=O)C1=C(C)N(Cc2ccccc2)C(=O)C(CC(=O)NCc2cccc3ccccc23)C1 (configuration not stated) returned ATXN2 expr inh -21.5%, IL1B secr inh -21.4, HT1080-NT tox -1.0%, KB-3-1 tox 2.1%, HepG2 viability -24.1%, S2 tox inactive and HT1080 IDH1KD tx -3.2%.
O=C1c2ccccc2C(=O)N1CSc1ncccn1 was read as ATXN2 expr inh 2.5%, IL1B secr inh 10.3, HT1080-NT tox 12.0%, KB-3-1 tox -16.0%, MCF10A rerep -15.1%, HepG2 viability 3.5%, SW480 rereplic -8.2%, S2 tox inactive and HT1080 IDH1KD tx 14.5%.
Screening COc1ccc2c(CNC3CCCCCC3)c(C(=O)O)n(Cc3cccc(F)c3)c2c1 returned ATXN2 expr inh 4.4%, KB-3-1 tox -0.5%, HepG2 viability -34.8% and S2 tox inactive.
COc1ccc(CN2CCc3ccc(NC(=O)CCc4ccccc4OC)cc3C2)c(O)c1 was read as ATXN2 expr inh -32.4%, IL1B secr inh inconclusive, HT1080-NT tox -17.6%, KB-3-1 tox inconclusive, MCF10A rerep 9.8%, HepG2 viability -24.9%, SW480 rereplic 2.5%, S2 tox inactive and HT1080 IDH1KD tx inconclusive.
For C=C(c1ccc(OCCO)cc1)c1ccc(OCCO)cc1 the results were ATXN2 expr inh 5.1%, IL1B secr inh 16.2, HT1080-NT tox 17.8%, KB-3-1 tox -7.5%, MCF10A rerep 0.8%, HepG2 viability 4.1%, SW480 rereplic 1.5%, S2 tox inactive and HT1080 IDH1KD tx 11.0%.
For O=C(NCC(F)(F)F)N1CCOCC1 the results were ATXN2 expr inh -1.4%, IL1B secr inh -7.2, HT1080-NT tox 16.0%, KB-3-1 tox 24.0%, MCF10A rerep 0.8%, HepG2 viability -29.4%, SW480 rereplic 1.4%, S2 tox inactive and HT1080 IDH1KD tx 15.9%.
For CCCn1nnc(NC(=O)C(C)Oc2ccc(Cl)cc2Cl)n1 (configuration not stated) the results were ATXN2 expr inh -1.3%, IL1B secr inh 1.2, HT1080-NT tox 0.5%, KB-3-1 tox 1.4%, MCF10A rerep 2.2%, HepG2 viability -2.7%, SW480 rereplic -8.1%, S2 tox inactive and HT1080 IDH1KD tx 3.5%.
For O=C(c1cc2ccccc2oc1=O)N(Cc1cccs1)CC1CCCO1 (configuration not stated) the results were ATXN2 expr inh -2.6%, IL1B secr inh -11.9, HT1080-NT tox 0.9%, KB-3-1 tox -0.2%, MCF10A rerep 4.0%, HepG2 viability -4.2%, SW480 rereplic -3.9%, S2 tox inactive and HT1080 IDH1KD tx 24.2%.
For COc1cccc(COC(=O)c2ccc3c(c2)NC(=O)C(C)S3)c1OC (configuration not stated) the results were ATXN2 expr inh -16.0%, IL1B secr inh -15.6, HT1080-NT tox -0.1%, KB-3-1 tox 0.4%, MCF10A rerep 9.0%, HepG2 viability -27.3%, SW480 rereplic -0.4%, S2 tox inactive and HT1080 IDH1KD tx -6.9%.
Screening O=C(Cn1nnc(-c2ccccc2F)n1)Nc1cccc2ncccc12 returned ATXN2 expr inh -2.2%, IL1B secr inh 25.9, HT1080-NT tox -9.2%, KB-3-1 tox 2.2%, MCF10A rerep -2.8%, HepG2 viability -4.4%, SW480 rereplic -2.0%, S2 tox inactive and HT1080 IDH1KD tx -8.1%.
Screening CCOC(=O)c1c(NC(=O)CSc2nnc(CN3CCOCC3)n2C)sc2c1CCCC2 returned ATXN2 expr inh -10.8%, IL1B secr inh -12.7, HT1080-NT tox 2.7%, KB-3-1 tox -2.6%, MCF10A rerep -1.0%, HepG2 viability -41.6%, SW480 rereplic -6.3%, S2 tox inconclusive and HT1080 IDH1KD tx -5.5%.
For CC[C@@]12C(=O)N(c3cccc(Br)c3)C(=O)N1[C@H](c1ccc(F)cc1)[C@@H]1C(=O)N(C3CCCCC3)C(=O)[C@@H]12 the results were ATXN2 expr inh -8.6%, IL1B secr inh inconclusive, HT1080-NT tox -22.0%, KB-3-1 tox 0.0%, MCF10A rerep 3.6%, HepG2 viability -25.5%, SW480 rereplic 0.7%, S2 tox inconclusive and HT1080 IDH1KD tx 5.3%.
`Cc1cc(C)c(NC(=O)C2CCN(c3nn4c(=O)cc(C)nc4s3)CC2)c(C)c1` gave ATXN2 expr inh 1.1%, KB-3-1 tox 3.6%, HepG2 viability -22.7% and S2 tox inactive.
`COC(=O)c1ccc(OC)c(Cn2c(=O)n(-c3cccc(Cl)c3)c(=O)c3c2c2cc(C)ccc2n3C)c1` gave ATXN2 expr inh -1.0%, KB-3-1 tox -3.5%, HepG2 viability -2.1% and S2 tox inactive.
Screening O=C(COC(=O)c1ccccc1NC(=O)c1ccco1)NCCC1=CCCCC1 returned ATXN2 expr inh 32.3%, IL1B secr inh 12.7, HT1080-NT tox 1.9%, KB-3-1 tox 3.7%, MCF10A rerep inconclusive, HepG2 viability -29.0%, SW480 rereplic 2.1%, S2 tox inconclusive and HT1080 IDH1KD tx 0.9%.
Screening CSc1nsc(SCC(=O)Nc2ccccn2)n1 returned ATXN2 expr inh 23.3%, IL1B secr inh -13.7, HT1080-NT tox 16.9%, KB-3-1 tox -3.1%, MCF10A rerep 0.0%, HepG2 viability -10.7%, SW480 rereplic 1.3%, S2 tox inactive and HT1080 IDH1KD tx 13.0%.
Screening NNC(=O)c1[nH]c2ccccc2c1-c1ccccc1 returned IL1B secr inh 23.6, HT1080-NT tox inconclusive, KB-3-1 tox inconclusive, MCF10A rerep inconclusive, HepG2 viability -5.6%, SW480 rereplic 9.2µM*, S2 tox inactive and HT1080 IDH1KD tx 1.3µM*.
`Cn1nccc1CNC(=O)c1c(Cl)cnn1C` gave ATXN2 expr inh -1.0%, IL1B secr inh 6.6, HT1080-NT tox -5.2%, KB-3-1 tox inconclusive, MCF10A rerep 23.4%, HepG2 viability 3.4%, SW480 rereplic inconclusive, S2 tox inactive and HT1080 IDH1KD tx 1.9%.
`CC1(C(=O)N(c2ccccc2)C(C(=O)NC2CCCC2)c2ccccn2)CC(=O)N=C2C=CC=CN21` (configuration not stated) gave ATXN2 expr inh -2.1%, IL1B secr inh 12.1, HT1080-NT tox 24.1%, KB-3-1 tox -4.9%, MCF10A rerep 8.7%, HepG2 viability -2.1%, SW480 rereplic -3.5%, S2 tox inactive and HT1080 IDH1KD tx 16.1%.
`CCc1cc2c(SCC(=O)N3CC(=O)Nc4ccccc43)ncnc2s1` gave ATXN2 expr inh -11.3%, IL1B secr inh 0.0, HT1080-NT tox -8.3%, KB-3-1 tox -10.8%, MCF10A rerep inconclusive, HepG2 viability -6.6%, SW480 rereplic -5.3%, S2 tox inactive and HT1080 IDH1KD tx -5.1%.
Screening O=Cc1ccc(N2CCCC2)c(F)c1 returned ATXN2 expr inh inconclusive, IL1B secr inh -3.3, HT1080-NT tox -0.3%, KB-3-1 tox 13.5%, MCF10A rerep inconclusive, HepG2 viability -33.1%, SW480 rereplic -3.3%, S2 tox inactive and HT1080 IDH1KD tx -1.3%.
S=c1[nH]nc(-c2ccncc2)n1/N=C/C=C/c1ccco1 was read as ATXN2 expr inh 0.8%, IL1B secr inh 11.7, HT1080-NT tox 19.4%, KB-3-1 tox 5.5%, MCF10A rerep -4.2%, HepG2 viability 2.4%, SW480 rereplic -11.6%, S2 tox inactive and HT1080 IDH1KD tx 10.6%.
`CC(C)=CCC12Oc3cc(O)ccc3C1(O)Oc1cc3c(c(O)c1C2=O)C=CC(C)(C)O3` (configuration not stated) gave ATXN2 expr inh inconclusive, IL1B secr inh -1.2, HT1080-NT tox -27.1%, KB-3-1 tox 0.0%, MCF10A rerep -15.2%, HepG2 viability -96.4%, SW480 rereplic -55.3%, S2 tox inconclusive and HT1080 IDH1KD tx -14.9%.
For Cc1ccc(CCNC(=O)c2cc(C)nn2-c2ccccc2)cc1 the results were ATXN2 expr inh -26.0%, IL1B secr inh 29.5, HT1080-NT tox -3.2%, KB-3-1 tox 15.3%, MCF10A rerep -1.8%, HepG2 viability -5.2%, SW480 rereplic -5.7%, S2 tox inactive and HT1080 IDH1KD tx -5.2%.
Cc1cc(NC(=O)CSc2ncc(C(=O)O)n2-c2ccc(F)cc2)no1 was read as IL1B secr inh 4.5, HT1080-NT tox 2.1%, KB-3-1 tox 2.6%, MCF10A rerep -1.7%, HepG2 viability 5.2%, SW480 rereplic -9.9%, S2 tox inactive and HT1080 IDH1KD tx 0.0%.
For c1ccc(CCCNCCCn2cnc3c(OCc4ccccc4)ncnc32)cc1 the results were ATXN2 expr inh inconclusive, IL1B secr inh -85.7*, HT1080-NT tox -22.6%, KB-3-1 tox 0.0%, MCF10A rerep inconclusive, HepG2 viability -100.5%, SW480 rereplic -0.4%, S2 tox 25.1µM* and HT1080 IDH1KD tx inconclusive.
Screening C=CCn1cccc(C(=O)Nc2ccc(N(C)C)cc2)c1=O returned ATXN2 expr inh 10.6%, IL1B secr inh 0.0, HT1080-NT tox 1.8%, KB-3-1 tox -10.0%, MCF10A rerep 3.7%, HepG2 viability -18.8%, SW480 rereplic -5.1%, S2 tox inactive and HT1080 IDH1KD tx 14.5%.
Screening O=C(Nc1oc2ccccc2c(=O)c1-c1ccccc1)c1ccco1 returned IL1B secr inh 12.4, HT1080-NT tox 6.9%, KB-3-1 tox 7.2%, HepG2 viability 5.6%, S2 tox inactive and HT1080 IDH1KD tx 0.8%.
O=C(NC(=S)Nc1cccc(O)c1)C12CC3CC(CC(C3)C1)C2 was read as IL1B secr inh 0.0, HT1080-NT tox 1.8%, KB-3-1 tox -7.1%, HepG2 viability -55.4%, S2 tox inconclusive and HT1080 IDH1KD tx -14.1%.
Screening COc1ccc(NC(=O)c2cc(C(C)C)on2)cc1OC returned ATXN2 expr inh 33.0%, IL1B secr inh -5.6, HT1080-NT tox 12.8%, KB-3-1 tox -2.1%, MCF10A rerep 20.6%, HepG2 viability 4.5%, SW480 rereplic -1.7%, S2 tox inactive and HT1080 IDH1KD tx -2.4%.
